NCI-60 one-dose screen, 48 h, at 10 µM unless noted. Numbers give growth in % (100 = growth as untreated, 0 = no growth, -100 = all killed).
NCI/ADR-RES – NCI/ADR-RES ovarian cells | 81,000 tested, 4.4% active
NCI-H23 – NCI-H23 lung cancer. 80,000 tested, 4% active
NCI-H460 – NCI-H460 lung cancer; 82,000 tested, 6.8% active; AID 1794736
NCI-H226 – NCI-H226 lung cancer. 79,000 tested, 3.5% active
A498 – A498 renal cancer cells. 76,000 tested, 5.4% active
RXF 393 – RXF 393 renal cancer cells. AID 1794773. 77,000 tested, 6.9% active
CAKI-1 – CAKI-1 renal cancer. 75,000 tested, 4.7% active. AID 1794772
ACHN – ACHN renal cancer | 81,000 tested, 4.9% active
NCI-H522 – NCI-H522 lung cancer; 78,000 tested, 8% active
Starred values were filed as active, the others as inactive; . = no result given. Rule for the calls: active = growth percent below 10; inactive = the rest.

entry	canonical_smiles	NCI/ADR-RES	NCI-H23	NCI-H460	NCI-H226	A498
1	O=C(COc1cc(O)c2c(=O)cc(-c3ccccc3)oc2c1)Nc1ccccc1	89	84	62	.	99
2	Fc1ccc2[nH]cc(-c3nonc3-c3c[nH]c4ccc(F)cc34)c2c1	61	45	45	73	50
3	O=C(/C=C/C(=O)OCCCl)OCCCl	106	102	105	100	57
4	Cc1ccc(Cc2cnc(NC(=O)/C(C#N)=C/c3ccc(-c4ccc(Cl)cc4)o3)s2)cc1	93	91	84	117	.
5	O=C(CSc1nnc2n1N=C(c1ccc(F)cc1)CS2)c1ccc(F)cc1	75	86	94	79	61
6	CCSC(=O)NNc1nc2ccccc2s1	94	83	107	83	114
7	CCOC(=O)C1C(=O)C=C(c2ccc(Br)cc2)CC1c1sc(N(C)Cc2ccccc2)nc1Cl (stereo not given)	89	72	84	71	96
8	CN(C)c1ccc(C=C2c3ccccc3-c3ccccc32)cc1	88	91	98	93	88
9	Nc1cc(S(N)(=O)=O)ccc1N1CCCCC1	101	100	121	113	87
10	O=C(Sc1ccccc1C(=S)S)c1cccnc1	98	99	96	101	111
11	Cc1ccc(-c2cc(-c3ccc(Br)s3)[nH]c(=O)c2C#N)cc1	98	97	106	.	.
12	COc1cccc(Nc2nccc(Nc3ccc4[nH]ncc4c3)n2)c1	-11*	-29*	-68*	-17*	13

entry	RXF 393	CAKI-1	ACHN	NCI-H522
1	98	78	58	82
2	88	39	49	37
3	112	112	117	95
4	61	84	97	97
5	89	63	80	73
6	107	94	94	89
7	78	80	90	67
8	104	89	106	84
9	106	94	102	100
10	106	.	97	90
11	102	92	100	96
12	18	-31*	-3.2*	-68*

The list continues:
entry	canonical_smiles	NCI/ADR-RES	NCI-H23	NCI-H460	NCI-H226	A498
13	COc1cc(/C=C/C(=O)c2cccnc2Nc2ccc(F)cc2)cc(OC)c1OC	8.5*	40	22	43	.
14	N=c1nc(N)nc(N)n1-c1ccc(S(=O)(=O)O)cc1	95	89	117	101	97
15	Fc1ccc2cc(Cc3nnc(Cc4cc5ccc(F)cc5[nH]4)n3CCCc3cnc[nH]3)[nH]c2c1	99	93	102	82	133
16	COc1cc(-c2nnc(SCC(=O)Nc3nc(-c4ccccc4)cs3)o2)cc(OC)c1OC	89	86	88	79	89
17	NC(=O)c1ccc[n+](CC(=O)c2ccccc2)c1	97	95	105	112	102
18	CCCCCCCNC1=C(OCC)C(=O)c2ccccc2C1=O	93	96	107	106	39
19	O=C(c1ccccc1)C1Oc2ccccc2C1O (stereo not given)	99	102	109	98	78
20	CCOC(=O)c1c(NC(=O)NCCc2c[nH]c3ccccc23)sc2c1CCCC2	89	101	102	47	.
21	O=C(O)C(C(=O)O)C1CCCCC1	104	108	111	93	89
22	CC(C)Sc1oc(-c2ccccc2)nc1S(=O)(=O)c1ccc(Br)cc1	85	84	95	88	92
23	CCOC(=O)C1=C(CSc2nc3ccccc3[nH]2)N(C)C(=O)NC1c1ccccc1 (stereo not given)	94	90	104	108	82
24	N#Cc1ccc(Nc2ncnc3onc(-c4ccccc4)c23)cc1	101	95	102	.	85

entry	RXF 393	CAKI-1	ACHN	NCI-H522
13	23	52	46	30
14	104	93	101	66
15	114	79	103	98
16	98	77	82	78
17	116	98	101	98
18	100	104	108	91
19	103	91	103	97
20	123	91	102	91
21	108	100	103	95
22	100	82	94	78
23	113	98	99	98
24	117	93	101	83

Carrying on:
entry	canonical_smiles	NCI/ADR-RES	NCI-H23	NCI-H460	NCI-H226	A498
25	O=C1/C(=C/c2cccc(OCc3ccc(Cl)cc3)c2)N=C2SCCCN12	102	102	106	105	103
26	COc1cccc(CCC2CCCN(c3cc(C)nc(N)n3)C2)c1 (stereo not given)	6.2*	22	14	56	-3.0*
27	COc1ccc(-c2cc(-c3cc(OC)ccc3OC)nc(SC)c2C#N)cc1	74	86	81	87	71
28	COc1ccc(C(=O)COc2ccc3c(c2)O/C(=C\c2ccc(OC)c(OC)c2)C3=O)cc1	89	97	105	97	129
29	COc1ccc(NC(=O)CC(=O)Nc2ccc(OC)cc2)cc1	102	105	99	100	83
30	Cc1cccc(N2CCN(CC(O)COc3ccccc3Cl)CC2)c1 (stereo not given)	135	109	117	102	113
31	CCOC(=O)[C@@]1(C#N)CC2CCC1C2 (stereo not given in full)	94	95	103	96	91
32	C=CCNC(=S)N/C=C(/C(=O)c1ccccc1)c1ccccc1	104	97	104	104	98
33	CCOC(=O)COC(=O)c1ccccc1C(=O)OC	102	97	105	105	137
34	CC(=O)Nc1ccc(CCCCc2ccccc2)cc1	102	111	109	88	91
35	CCc1nn2c(-c3ccc(C(F)(F)F)cc3)c(-c3cc(OC)c(OC)c(OC)c3)nc2s1	89	93	79	91	55
36	COc1ccc(C(CCc2cc(OC)c(OC)c(OC)c2)NC(C)=O)cc1 (stereo not given)	102	99	110	109	.

entry	RXF 393	CAKI-1	ACHN	NCI-H522
25	107	.	109	87
26	22	.	.	2.3*
27	81	71	69	50
28	116	100	91	68
29	108	83	97	80
30	100	93	98	92
31	101	88	104	95
32	111	101	98	109
33	.	103	102	.
34	100	92	98	.
35	64	60	76	52
36	125	99	97	.

New compounds follow.
entry	canonical_smiles	NCI/ADR-RES	NCI-H23	NCI-H460	NCI-H226	A498
37	COc1ccc2c(c1)C(=O)/C(=C/c1ccc(OCC(=O)c3ccc(Cl)cc3)cc1)O2	99	97	106	81	148
38	O=C(Nc1ccc(Cl)cc1)Sc1nnc2c(n1)[nH]c1ccccc12	91	94	106	86	118
39	CCN(CC)c1ccc([N+](=O)[O-])cc1[N+](=O)[O-]	102	104	104	106	45
40	N=c1ccc2nc3ccc(N)cc3sc-2c1	9.7*	13	44	88	71
41	N#Cc1c(-c2ccc(F)cc2)nc(SCc2ccccc2)nc1N1CCN(c2ccccc2)CC1	116	102	102	128	126
42	O=C1NN=C2CCCCCC12 (stereo not given)	105	102	.	89	111
43	CCCCCn1c(=N)c(S(=O)(=O)c2ccccc2)cc2c(=O)n3ccccc3nc21	87	94	99	96	34
44	CN1C(=O)CSCC1=O	99	98	.	101	.
45	CC[C@H](C)[C@H](CO)NC(=O)[C@]12CCC(C)(C)C[C@H]1[C@@H]1NCC[C@@H]3[C@@]4(C)CC[C@H](O)C(C)(C)[C@@H]4CC[C@@]3(C)[C@]1(C)CC2	91	94	72	86	70
46	CC(=O)Oc1cc([N+](=O)[O-])c2ncccc2c1	97	98	80	85	99
47	O=c1oc2c(cc1-c1cc3ccccc3oc1=O)C(O)Oc1ccc(F)cc1-2 (stereo not given)	84	82	97	86	61
48	CN(C)c1ccc(C(=O)n2cc(-c3ccccc3)c(N)n2)cc1	107	94	108	90	97

entry	RXF 393	CAKI-1	ACHN	NCI-H522
37	74	-53*	99	-64*
38	.	99	95	91
39	116	109	.	83
40	73	46	55	13
41	110	89	99	96
42	99	100	94	89
43	108	90	94	84
44	98	.	105	88
45	94	72	92	84
46	91	93	63	81
47	.	80	97	81
48	112	89	105	45

An excerpt from above, reduced to NCI-H522.
item | SMILES | NCI-H522
44 | CN1C(=O)CSCC1=O | 88
45 | CC[C@H](C)[C@H](CO)NC(=O)[C@]12CCC(C)(C)C[C@H]1[C@@H]1NCC[C@@H]3[C@@]4(C)CC[C@H](O)C(C)(C)[C@@H]4CC[C@@]3(C)[C@]1(C)CC2 | 84
46 | CC(=O)Oc1cc([N+](=O)[O-])c2ncccc2c1 | 81
47 | O=c1oc2c(cc1-c1cc3ccccc3oc1=O)C(O)Oc1ccc(F)cc1-2 (stereo not given) | 81

Later entries
entry	canonical_smiles	NCI/ADR-RES	NCI-H23	NCI-H460	NCI-H226	A498
49	CCOC(=O)C(Cc1cn(C(C)=O)c2ccccc12)P(=O)(OCC)OCC (stereo not given)	91	106	100	93	113
50	CN1CCN(Cc2cc(NC(=O)c3cccc(C#Cc4cccc5[nH]nc(N)c45)c3)cc(C(F)(F)F)c2)CC1	51	41	-21*	25	43
51	O=C1OC(c2ccc([N+](=O)[O-])cc2)Sc2ccccc21 (stereo not given)	100	96	100	107	75
52	Cc1ccc(S(=O)(=O)NCCCNc2nccc(-c3cn(C(C)(C)C)nc3-c3ccc(Cl)c(O)c3)n2)cc1	92	87	85	84	102
53	CSc1nncc(-c2cnnc(SC)n2)n1	95	98	101	96	81
54	O=C1Nc2ccccc2/C1=N/N1C(=O)CN(C2CCCCC2)C1=S	79	85	52	84	30
55	CCc1ccc(C2CC(c3ccccc3Cl)=NN2c2ccc(S(N)(=O)=O)cc2)cc1 (stereo not given)	104	80	90	70	111
56	CC1CCCN1c1ccnc2cc(Cl)ccc12 (stereo not given)	102	102	110	.	113
57	Cc1cc(C)nc(NC(=O)Nc2ccccc2)c1	108	107	108	98	119
58	O=C1C(c2cccc3ccccc23)=C(c2c[nH]c3ccccc23)C(=O)N1O	92	82	87	79	87
59	O=C(O)c1ccc(Cl)cc1Nc1ccc(F)cc1	91	93	77	82	84
60	Cc1[nH]c(C(=O)Nc2ccccc2OCc2cccc(C(=O)N3CCC[C@@H](N)C3)c2)c(Cl)c1Cl	-69*	-81*	-74*	-67*	56

entry	RXF 393	CAKI-1	ACHN	NCI-H522
49	108	87	92	101
50	-9.8*	71	4.8*	21
51	108	108	107	96
52	91	76	93	89
53	.	97	97	86
54	22	22	40	63
55	107	71	84	85
56	111	90	98	72
57	106	100	111	.
58	102	97	90	74
59	93	29	82	83
60	-88*	-93*	-96*	-67*

Single records, as listed above.
Shown for CSc1nncc(-c2cnnc(SC)n2)n1 → NCI/ADR-RES: 95; NCI-H23: 98; NCI-H460: 101; NCI-H226: 96; A498: 81; RXF 393: .; CAKI-1: 97; ACHN: 97; NCI-H522: 86
Shown for CC1CCCN1c1ccnc2cc(Cl)ccc12 (stereo not given) → NCI/ADR-RES: 102; NCI-H23: 102; NCI-H460: 110; NCI-H226: .; A498: 113; RXF 393: 111; CAKI-1: 90; ACHN: 98; NCI-H522: 72

Values in list order from the list:
Compounds 50 to 56 in NCI-H460, in turn: -21*, 100, 85, 101, 52, 90, 110

Further results
entry	canonical_smiles	NCI/ADR-RES	NCI-H23	NCI-H460	NCI-H226	A498
61	O=C1/C(=C/c2ccc(Cl)cc2)N=C(c2ccccc2)N1CCc1cccs1	57	61	23	.	73
62	CC(C)(O)c1cncc(-c2ccc3ncc(C#N)c(N4CCc5cc(F)c(Cl)cc54)c3c2)c1	15	27	11	-6.3*	-18*
63	O=C1NC(c2ccc(Cl)cc2)N=C2C(c3ccc(Cl)cc3)=NOC12 (stereo not given)	100	83	105	104	101
64	N#CC1(C#N)C(c2ccc([N+](=O)[O-])o2)OC23CCCCC2C1(C#N)C(=N)O3 (stereo not given)	103	96	106	112	.
65	Cn1ccnc1C(=O)/C=C/c1ccc(NC(=O)Nc2ccc(F)cc2)cc1	44	.	7.1*	63	.
66	CC(=O)OCc1c2ccccc2c(C)c2c1cc(F)c1ccccc12	90	91	92	84	64
67	Cc1cc(=O)c2cc(C(=O)c3ccccc3)ccc2[nH]1	96	92	106	127	112
68	CC(O)COC1CCCCC1 (stereo not given)	110	105	109	102	91
69	Nc1c(C(=O)Nc2cccc(C(F)(F)F)c2)sc2nc3c(cc12)CCCCCC3	12	8.8*	4.3*	5.7*	-28*
70	CCOC(=O)c1cc(C(=O)c2cc(OC)cc(OC)c2)n2ccccc12	12	67	15	74	29

entry	RXF 393	CAKI-1	ACHN	NCI-H522
61	70	58	43	23
62	-34*	0.6*	6.6*	-2.5*
63	103	.	94	81
64	118	103	107	97
65	19	55	49	15
66	97	83	80	85
67	108	73	111	119
68	110	.	102	.
69	-49*	21	-36*	36
70	50	42	49	41

Part of the list above, with values under each structure.
Under each structure: NCI/ADR-RES, NCI-H23, NCI-H460, NCI-H226, A498, RXF 393, CAKI-1, ACHN, NCI-H522
61) O=C1/C(=C/c2ccc(Cl)cc2)N=C(c2ccccc2)N1CCc1cccs1
 : 57, 61, 23, ., 73, 70, 58, 43, 23
62) CC(C)(O)c1cncc(-c2ccc3ncc(C#N)c(N4CCc5cc(F)c(Cl)cc54)c3c2)c1
 : 15, 27, 11, -6.3*, -18*, -34*, 0.6*, 6.6*, -2.5*
63) O=C1NC(c2ccc(Cl)cc2)N=C2C(c3ccc(Cl)cc3)=NOC12 (stereo not given)
 : 100, 83, 105, 104, 101, 103, ., 94, 81
64) N#CC1(C#N)C(c2ccc([N+](=O)[O-])o2)OC23CCCCC2C1(C#N)C(=N)O3 (stereo not given)
 : 103, 96, 106, 112, ., 118, 103, 107, 97
65) Cn1ccnc1C(=O)/C=C/c1ccc(NC(=O)Nc2ccc(F)cc2)cc1
 : 44, ., 7.1*, 63, ., 19, 55, 49, 15
